Bioassay records: PubChem BioAssay, National Center for Advancing Translational Sciences (NCATS)
D1 ag: Allosteric Agonists of the Human D1 Dopamine Receptor: qHTS. HEK293 T-REx D1 cells, calcium flux, agonist mode. activation, % at 2 µM. actives 1% (n = 360,000). D(1A) dopamine receptor (Homo sapiens), P21728; in the data active = activation above about 30%; also: 0% is about no effect
Target sequence (P21728 whole entry, looked up): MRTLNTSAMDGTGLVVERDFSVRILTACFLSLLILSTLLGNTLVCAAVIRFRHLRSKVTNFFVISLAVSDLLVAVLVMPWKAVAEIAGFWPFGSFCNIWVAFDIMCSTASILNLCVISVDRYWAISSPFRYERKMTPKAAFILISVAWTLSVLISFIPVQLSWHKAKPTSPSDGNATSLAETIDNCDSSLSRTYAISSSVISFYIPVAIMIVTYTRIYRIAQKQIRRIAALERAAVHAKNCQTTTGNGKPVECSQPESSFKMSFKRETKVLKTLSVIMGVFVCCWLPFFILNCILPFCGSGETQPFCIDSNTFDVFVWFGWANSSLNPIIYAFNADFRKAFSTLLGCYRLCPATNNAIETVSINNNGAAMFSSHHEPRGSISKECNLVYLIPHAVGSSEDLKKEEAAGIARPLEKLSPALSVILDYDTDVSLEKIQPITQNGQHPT
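Inducible HEK293 T-REx D1 cells, force-coupled to calcium signalling, were plated at 4000 cells/well with tetracycline and held overnight at 30 C. After no-wash calcium dye loading, compound-evoked calcium rise over 180 s flagged agonists.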
D2 potentiator: HTS Assay for Positive Allosteric Modulators of the Human D2 Dopamine Receptor: Primary Screen for Potentiators; actives 0.34% (n = 340,000); potentiation, % at 10 µM; D(2) dopamine receptor (Homo sapiens), P14416; HEK293 T-REx D2, calcium flux, EC20 dopamine potentiation;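 active = potentiation over 3 SD above the plate norm, cut at about 30% in these data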; also: 0% is about no effect
Target sequence (P14416 whole entry, looked up): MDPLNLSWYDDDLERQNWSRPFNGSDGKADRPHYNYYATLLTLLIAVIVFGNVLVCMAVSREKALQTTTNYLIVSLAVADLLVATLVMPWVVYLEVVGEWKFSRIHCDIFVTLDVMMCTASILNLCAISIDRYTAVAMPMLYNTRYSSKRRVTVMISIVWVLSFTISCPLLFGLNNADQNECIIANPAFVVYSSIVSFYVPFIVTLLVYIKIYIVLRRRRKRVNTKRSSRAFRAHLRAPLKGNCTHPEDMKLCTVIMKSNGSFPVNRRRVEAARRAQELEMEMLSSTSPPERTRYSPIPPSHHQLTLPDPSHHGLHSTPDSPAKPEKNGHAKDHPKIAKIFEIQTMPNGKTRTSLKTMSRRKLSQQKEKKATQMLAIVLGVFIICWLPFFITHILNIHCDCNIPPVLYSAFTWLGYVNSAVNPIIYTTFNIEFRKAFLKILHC
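Tetracycline-induced HEK293 T-REx cells force-coupled to calcium signalling expressed D2; compounds were pin-added after a 10 s baseline, read kinetically 180 s, then an EC20 dopamine challenge followed with a further 180 s calcium read.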
Anesthetic bind: qHTS Assay for Identification of Novel General Anesthetics | AID 485281, 2010 | apoferritin/1-aminoanthracene competitive binding, fluorescence | actives 0.074% (n = 350,000) | Potency, µM (series often up to 77.5 µM), inactives show at the top dose activity change, negative = displacement, hits mostly inhibitors | Ferritin light chain (Equus caballus), P02791; also: potency is read from the fitted curve at half-maximal effect; % is scaled to controls: 0 for no effect and ±100 for the full control effect; nearly all actives have a fitted effect of over 20% in size
Target sequence (P02791 2-175 limits assumed): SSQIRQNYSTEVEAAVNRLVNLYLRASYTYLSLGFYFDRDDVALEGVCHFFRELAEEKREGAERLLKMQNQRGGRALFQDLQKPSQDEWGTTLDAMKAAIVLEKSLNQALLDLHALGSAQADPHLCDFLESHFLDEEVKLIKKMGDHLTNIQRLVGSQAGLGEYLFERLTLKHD
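Steps: apoferritin (10 uM) was premixed with half-saturated 1-AMA in PBS, compounds were pin-transferred, plates stood 10 min at room temperature, fluorescence was read at 380/535 nm, and curves were fitted with a Hill equation.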
D1 potentiator: Potentiators of Human D1 Dopamine Receptor: qHTS | D(1A) dopamine receptor (Homo sapiens), P21728 | HEK293 TREx D1 cells, calcium flux, dopamine EC20 potentiation | potentiation, % at 10 µM | actives 0.036% (n = 360,000); in the data active = potentiation above about 30%; also: 0% is about no effect
RXFP1 agonist: qHTS Assay for Agonists of the Relaxin Receptor RXFP1; Potency, µM (titrated, usually from 57.5 µM), for inactives: at the highest dose activation, actives largely listed as activators; AID 2676, 2010; HEK293T-RXFP1 cAMP TR-FRET, 30 min; response scale: percent of porcine relaxin response, buffer zero; actives 0.3% (n = 370,000); Relaxin receptor 1 (Homo sapiens), Q9HBX9; also: potency is read from the fitted curve at half-maximal effect; % is scaled to controls: 0 for no effect and ±100 for the full control effect; nearly all actives have a fitted effect of over 60% in size; many of its hits are not listed in these tables
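HEK293 cells stably expressing RXFP1, treated 30 min at 37C with compounds plus PDE4 inhibitor Ro 20174; cAMP measured by HTRF TR-FRET. Normalized to buffer and 29 nM porcine relaxin; EC50 by Hill fit.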
TRHR ag: qHTS for Small Molecule Agonists and Allosteric Enhancers of Human TRH Receptor: Primary Screen for Agonists; activation, % at 2 µM; TRHR cells, calcium flux fluo-8, FDSS agonist mode; AID 493084, 2011; actives 0.18% (n = 360,000); Thyrotropin-releasing hormone receptor (Homo sapiens), P34981; in the data active = activation above about 30%; also: 0% is about no effect
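Fluo-8-loaded TRHR cells; 10 s baseline, compound added, kinetic Ca2+ fluorescence read 1/s, agonist mode.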
D1 antag: Antagonist of Human D 1 Dopamine Receptor: qHTS | D(1A) dopamine receptor (Homo sapiens), P21728 | HEK293 TREx D1 cells, calcium flux, dopamine EC80; stronger effect = lower value | activity change, negative = inhibition, % at 10 µM | actives 3.2% (n = 360,000); in the data active = activity change below about -30%; also: % is scaled to controls: 0 for no effect and ±100 for the full control effect
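Calcium flux readout: force-coupled, inducible Hek293 Trex D1 line, cells induced overnight at 30 C with tetracycline, dye-loaded 30–90 min at RT. Antagonism scored against EC80 dopamine challenge given 180 s after compound.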
TRHR enhancer: qHTS for Small Molecule Agonists and Allosteric Enhancers of Human TRH Receptor: Primary Screen for Enhancers. Thyrotropin-releasing hormone receptor (Homo sapiens), P34981. TRHR cells, fluo-8 calcium fluorescence, EC20 TRH enhancement. enhancement, % at 2 µM. actives 0.66% (n = 360,000); in the data active = enhancement above about 30%; also: 0% is about no effect
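TRHR-expressing cells loaded with fluo-8 calcium dye were read kinetically (ex 480/em 530) during compound addition, then stimulated with an EC20 of TRH (10 nM final). Enhancement of the Gq-mediated intracellular calcium response was scored.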
RXFP1 antagonist: qHTS Assay for Antagonists of the Relaxin Receptor RXFP1; Relaxin receptor 1 (Homo sapiens), Q9HBX9; HEK293-RXFP1, relaxin-stimulated cAMP HTRF, 30 min; stronger effect = lower value; activity change, negative = inhibition, % at 57.5 µM; actives 0.59% (n = 350,000); AID 1259400, 2018;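 active = activity change of -60% or lower, but not beyond a set lower limit; inconclusive = change between -60% and -40%, or beyond the set limit; inactive = change above -40%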; also: % is scaled to controls: 0 for no effect and ±100 for the full control effect
Numbers without * were called inactive. Unless noted, calls follow the shape of the dose curve; as a rule, active = well fitted curve in the direction sought with a large enough effect; inconclusive = small, poorly fitted or top-dose-only effect, or another doubt; inactive = no such curve, though single readings can be large; an effect the other way counts as inactive or inconclusive.

What do the screens show for `CCC(C)(C)NC(=O)C(OC(=O)c1ccco1)c1ccccc1OC` (centres undefined)?
D1 ag: 0; D2 potentiator: -5; Anesthetic bind: -10%; D1 potentiator: -5; RXFP1 agonist: 2.1%; TRHR ag: 0.4; D1 antag: -11; TRHR enhancer: -3; RXFP1 antagonist: -4

What do the screens show for `CCOC(=O)c1ccc(N2C(=O)C=CC2=O)cc1`?
D1 ag: -2; D2 potentiator: 1; Anesthetic bind: -7%; D1 potentiator: 1; RXFP1 agonist: -3.1%; TRHR ag: 0.0; D1 antag: 0; TRHR enhancer: -5; RXFP1 antagonist: -19

How did O=C(NNc1ccccc1Br)C(O)(c1cccc(C(F)(F)F)c1)c1cccc(C(F)(F)F)c1 do in these assays?
D1 ag: 7; D2 potentiator: -4; Anesthetic bind: -4%; D1 potentiator: -1; RXFP1 agonist: 2.5%; TRHR ag: 0.9; D1 antag: 5; TRHR enhancer: -4; RXFP1 antagonist: inconclusive

How did O=C1c2ccccc2C(=O)N1CCSc1nnc(-c2ccco2)n1Cc1ccccc1 do in these assays?
D1 ag: 0; D2 potentiator: -8; Anesthetic bind: inconclusive; D1 potentiator: -5; RXFP1 agonist: 2.7%; TRHR ag: -0.6; D1 antag: 4; TRHR enhancer: 5; RXFP1 antagonist: 16

How did Cc1cccc(N2C(=O)N3[C@H](c4ccc(Br)cc4)[C@@H]4C(=O)N(C(C)(C)C)C(=O)[C@@H]4[C@]3(C)C2=O)c1 do in these assays?
D1 ag: 5; D2 potentiator: 7; Anesthetic bind: -11%; D1 potentiator: 1; RXFP1 agonist: -0.1%; TRHR ag: 1.8; D1 antag: -5; TRHR enhancer: -8

Results for O=C(C1CCCO1)N1CCN(S(=O)(=O)c2ccccc2)CC1 (centres undefined) ?
D1 ag: 0; D2 potentiator: 6; Anesthetic bind: -9%; D1 potentiator: -10; RXFP1 agonist: 1.0%; TRHR ag: 0.1; D1 antag: 8; TRHR enhancer: 2; RXFP1 antagonist: -18

What do the screens show for `CN(C1CCCCC1)C(CNS(=O)(=O)c1ccccc1)c1ccccc1` (centres undefined)?
D1 ag: 1; D2 potentiator: -10; Anesthetic bind: -7%; D1 potentiator: -4; RXFP1 agonist: 0.4%; TRHR ag: -1.1; D1 antag: 0; TRHR enhancer: -3; RXFP1 antagonist: 2

Results for COc1ccc(CNC(=O)Cn2nc(Cc3cccnc3)c3ccccc3c2=O)cc1 ?
D1 ag: 0; D2 potentiator: -2; Anesthetic bind: -8%; RXFP1 agonist: 0.9%; TRHR ag: -0.3; D1 antag: 20; TRHR enhancer: -10; RXFP1 antagonist: 6

How did CC(NC(=O)c1ccncc1)c1ccc(Cl)cc1Cl (centres undefined) do in these assays?
D1 ag: 4; D2 potentiator: 11; Anesthetic bind: -12%; D1 potentiator: -7; RXFP1 agonist: 0.8%; TRHR ag: -0.5; D1 antag: -1; TRHR enhancer: 4; RXFP1 antagonist: -6

How did O=C(/C=C/c1cccc(C(F)(F)F)c1)NNC(=O)c1ccncc1 do in these assays?
D1 ag: 4; D2 potentiator: -6; D1 potentiator: 2; RXFP1 agonist: -2.8%; TRHR ag: -0.2; D1 antag: -3; TRHR enhancer: 11; RXFP1 antagonist: -1

What do the screens show for `S=C(Nc1ccccc1Cl)N1CCCCCC1`?
D1 ag: 2; D2 potentiator: 1; Anesthetic bind: inconclusive; D1 potentiator: -4; RXFP1 agonist: -3.6%; TRHR ag: 0.1; D1 antag: -14; TRHR enhancer: -3; RXFP1 antagonist: -7

How did COc1ccc2c(c1)c(=O)c(C(=O)c1ccc(C)cc1)cn2CC(=O)Nc1ccc(F)cc1 do in these assays?
D1 ag: 4; D2 potentiator: -13; Anesthetic bind: -4%; D1 potentiator: 1; RXFP1 agonist: 1.5%; TRHR ag: 0.7; D1 antag: 30; TRHR enhancer: 8

Nothing new here: three of the compounds above.
What do the screens show for `CCC(C)(C)NC(=O)C(OC(=O)c1ccco1)c1ccccc1OC` (centres undefined)?
D1 ag: 0; D2 potentiator: -5; Anesthetic bind: -10%; D1 potentiator: -5; RXFP1 agonist: 2.1%; TRHR ag: 0.4; D1 antag: -11; TRHR enhancer: -3; RXFP1 antagonist: -4

What do the screens show for `CCOC(=O)c1ccc(N2C(=O)C=CC2=O)cc1`?
D1 ag: -2; D2 potentiator: 1; Anesthetic bind: -7%; D1 potentiator: 1; RXFP1 agonist: -3.1%; TRHR ag: 0.0; D1 antag: 0; TRHR enhancer: -5; RXFP1 antagonist: -19

How did O=C(NNc1ccccc1Br)C(O)(c1cccc(C(F)(F)F)c1)c1cccc(C(F)(F)F)c1 do in these assays?
D1 ag: 7; D2 potentiator: -4; Anesthetic bind: -4%; D1 potentiator: -1; RXFP1 agonist: 2.5%; TRHR ag: 0.9; D1 antag: 5; TRHR enhancer: -4; RXFP1 antagonist: inconclusive

Following part.
How did O=C(CCC1N=C2c3ccccc3N=C(SCc3ccc(Cl)cc3)N2C1=O)NCc1cccs1 (centres undefined) do in these assays?
D1 ag: 3; D2 potentiator: 3; Anesthetic bind: -17%; D1 potentiator: -1; RXFP1 agonist: 2.9%; TRHR ag: 0.0; D1 antag: 17; TRHR enhancer: 8; RXFP1 antagonist: -17

How did Cc1c(-n2cc(C(=O)O)c(=O)c3cc(F)c(N4CCCC4)c(F)c32)c(=O)n(-c2ccccc2)n1C do in these assays?
D1 ag: 1; D2 potentiator: 8; Anesthetic bind: -8%; D1 potentiator: -8; RXFP1 agonist: 0.6%; TRHR ag: 0.3; D1 antag: 9; TRHR enhancer: -5; RXFP1 antagonist: -8

What do the screens show for `CCN(CC)C(=O)CSc1nc(O)c(Cc2ccccc2)c(=O)n1-c1ccc(C)cc1`?
D1 ag: 3; D2 potentiator: -3; Anesthetic bind: 0%; D1 potentiator: -3; RXFP1 agonist: 0.4%; TRHR ag: 0.6; D1 antag: 1; TRHR enhancer: -1; RXFP1 antagonist: -3

What do the screens show for `CCOc1ccc(C2=Nn3c(CC)nnc3SC2)cc1`?
D1 ag: 3; D2 potentiator: -2; D1 potentiator: -5; RXFP1 agonist: 1.8%; TRHR ag: -0.3; D1 antag: 0; TRHR enhancer: -2; RXFP1 antagonist: 4

How did CCN(CC)S(=O)(=O)c1ccc(C(=O)Oc2cc(C)[nH]c(=O)c2[N+](=O)[O-])cc1 do in these assays?
D1 ag: 11; D2 potentiator: -4; Anesthetic bind: -6%; D1 potentiator: 1; RXFP1 agonist: 3.2%; TRHR ag: -0.3; D1 antag: 7; TRHR enhancer: 6; RXFP1 antagonist: -12

Results for CN(N)C(=S)Nc1ccc(Cl)cc1 ?
D1 ag: 1; D2 potentiator: 1; Anesthetic bind: -17%; D1 potentiator: -6; RXFP1 agonist: 0.7%; TRHR ag: 0.5; D1 antag: -17; TRHR enhancer: -3; RXFP1 antagonist: -18

How did COC(=O)c1ccc(CN2CCN(Cc3ccc(C(=O)OC)o3)CC2)o1 do in these assays?
D1 ag: 2; D2 potentiator: -18; Anesthetic bind: -7%; D1 potentiator: -7; RXFP1 agonist: 2.1%; TRHR ag: 0.3; D1 antag: -2; TRHR enhancer: 0; RXFP1 antagonist: -14

How did CCOc1ccc(S(=O)(=O)NCCCn2ccnc2)cc1NC(C)=O do in these assays?
D1 ag: 0; D2 potentiator: -6; Anesthetic bind: -11%; D1 potentiator: 0; RXFP1 agonist: 0.1%; TRHR ag: 0.4; D1 antag: -3; TRHR enhancer: 2; RXFP1 antagonist: 5

What do the screens show for `NC(=O)CC(NC(=O)Cc1ccc(Br)cc1)c1ccc(NCCN2CCCC2)c([N+](=O)[O-])c1` (centres undefined)?
D1 ag: 0; D2 potentiator: 1; Anesthetic bind: -13%; D1 potentiator: -3; RXFP1 agonist: -2.1%; TRHR ag: 0.3; D1 antag: -1; TRHR enhancer: 2

How did Cc1nc2ccccc2c(=O)n1NC(=O)c1ccc(Cl)c([N+](=O)[O-])c1 do in these assays?
D1 ag: 2; D2 potentiator: -7; Anesthetic bind: -1%; D1 potentiator: -7; RXFP1 agonist: 3.4%; TRHR ag: -0.2; D1 antag: -4; TRHR enhancer: 2; RXFP1 antagonist: 3

How did Cc1cc([N+](=O)[O-])nn1CCCC(=O)NCc1ccccc1 do in these assays?
D1 ag: 2; D2 potentiator: -8; Anesthetic bind: -12%; D1 potentiator: -6; RXFP1 agonist: -0.7%; TRHR ag: 0.4; D1 antag: 5; TRHR enhancer: -9

Results for CCc1c(C)nc(N2CCN(Cc3ccccc3)CC2)[nH]c1=O ?
D1 ag: 9; D2 potentiator: -7; Anesthetic bind: -6%; D1 potentiator: -8; RXFP1 agonist: -0.7%; TRHR ag: -0.2; D1 antag: -4; TRHR enhancer: 6; RXFP1 antagonist: 0

How did CC(C)(C)N(Cc1ccccc1)C(=O)COC(=O)[C@@H]1CCCN1C(=O)c1cccs1 do in these assays?
D1 ag: 0; D2 potentiator: -3; D1 potentiator: 0; RXFP1 agonist: -1.6%; TRHR ag: 0.6; D1 antag: -3; TRHR enhancer: -12; RXFP1 antagonist: 10

What do the screens show for `COc1ccc(N2CCN(C(C)=C3C(=O)c4ccccc4C3=O)CC2)cc1`?
D1 ag: 1; D2 potentiator: -2; Anesthetic bind: -7%; D1 potentiator: -4; RXFP1 agonist: 2.5%; TRHR ag: 0.0; D1 antag: -13; TRHR enhancer: -5; RXFP1 antagonist: -4

What do the screens show for `N#Cc1c(SCc2ccccc2)sc(C(=O)c2ccccc2)c1N`?
D1 ag: -1; D2 potentiator: -12; Anesthetic bind: -3%; D1 potentiator: -6; RXFP1 agonist: 0.6%; TRHR ag: -0.4; D1 antag: -49*; TRHR enhancer: -21; RXFP1 antagonist: 2

The list is partial; rates above refer to the full screens.
